KDM5B inhibitor: Primary screen for KDM5B Histone Demethylases FDH-coupled qHTS | Lysine-specific demethylase 5B (Homo sapiens), Q9UGL1 | KDM5B demethylase, FDH-coupled NADH fluorescence (FDH is formaldehyde dehydrogenase) | Potency, µM (series often up to 57.7 µM), for the others: at the top dose activity change, negative = inhibition, hits mostly inhibitors | 220,000 tested, 2.6% active | AID 1347165, 2019; active = well fitted inhibition curve with a large enough effect; inconclusive = small, poorly fitted or top-dose-only effect; inactive = no such curve, though single readings can be large or run the other way; note: 0% is about no effect; nearly all actives have a fitted effect of over 70% in size
Target sequence (Q9UGL1 whole entry, looked up): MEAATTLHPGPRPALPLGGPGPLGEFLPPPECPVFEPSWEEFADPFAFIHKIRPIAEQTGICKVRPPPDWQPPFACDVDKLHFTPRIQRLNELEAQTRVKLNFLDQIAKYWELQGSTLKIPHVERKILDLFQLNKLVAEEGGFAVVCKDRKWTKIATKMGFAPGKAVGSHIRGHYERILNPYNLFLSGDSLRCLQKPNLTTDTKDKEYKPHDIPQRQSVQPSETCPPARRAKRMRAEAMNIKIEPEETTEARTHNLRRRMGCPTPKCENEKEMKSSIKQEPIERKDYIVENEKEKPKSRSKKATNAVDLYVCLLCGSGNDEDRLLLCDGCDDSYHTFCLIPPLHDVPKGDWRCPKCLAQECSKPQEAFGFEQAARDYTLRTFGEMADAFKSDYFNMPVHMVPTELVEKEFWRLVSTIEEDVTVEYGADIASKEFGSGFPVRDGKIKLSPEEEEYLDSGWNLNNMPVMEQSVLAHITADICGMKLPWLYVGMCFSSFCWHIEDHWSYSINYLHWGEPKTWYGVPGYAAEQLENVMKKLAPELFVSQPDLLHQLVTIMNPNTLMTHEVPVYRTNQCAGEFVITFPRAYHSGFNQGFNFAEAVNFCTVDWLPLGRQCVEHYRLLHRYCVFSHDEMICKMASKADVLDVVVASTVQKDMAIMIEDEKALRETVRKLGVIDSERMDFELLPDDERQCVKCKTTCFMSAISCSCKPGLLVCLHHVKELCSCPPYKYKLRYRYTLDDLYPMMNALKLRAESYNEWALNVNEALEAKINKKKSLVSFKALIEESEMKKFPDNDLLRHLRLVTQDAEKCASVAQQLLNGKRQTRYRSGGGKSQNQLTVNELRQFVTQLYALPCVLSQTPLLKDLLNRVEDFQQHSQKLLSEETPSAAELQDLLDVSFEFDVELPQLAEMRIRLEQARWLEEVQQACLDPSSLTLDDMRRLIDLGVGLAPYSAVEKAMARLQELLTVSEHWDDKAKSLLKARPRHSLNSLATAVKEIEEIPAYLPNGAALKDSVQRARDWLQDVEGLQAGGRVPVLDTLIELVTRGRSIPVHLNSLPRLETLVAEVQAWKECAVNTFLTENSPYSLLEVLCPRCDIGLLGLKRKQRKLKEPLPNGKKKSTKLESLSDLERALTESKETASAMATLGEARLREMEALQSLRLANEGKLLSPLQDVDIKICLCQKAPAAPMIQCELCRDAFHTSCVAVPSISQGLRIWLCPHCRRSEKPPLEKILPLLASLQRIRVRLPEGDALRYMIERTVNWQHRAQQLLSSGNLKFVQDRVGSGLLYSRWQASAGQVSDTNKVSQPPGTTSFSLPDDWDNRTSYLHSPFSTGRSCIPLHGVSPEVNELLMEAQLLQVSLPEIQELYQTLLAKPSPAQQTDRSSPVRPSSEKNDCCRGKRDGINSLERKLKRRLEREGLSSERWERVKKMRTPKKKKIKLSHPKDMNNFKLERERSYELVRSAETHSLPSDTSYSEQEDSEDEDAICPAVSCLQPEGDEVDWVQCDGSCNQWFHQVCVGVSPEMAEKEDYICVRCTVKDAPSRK
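Compound dilutions met 200 nM (final) KDM5BΔAP for 10 min at room temperature before substrate addition. The substrate mix held 12.5 µM H3K4me3 with cofactors 25 µM α-ketoglutarate and 50 µM Fe²⁺. NADH signal gain over 30 min defined activity.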
* hit, by the source's call; i = inactive; ? = inconclusive; & = joins results of further samples; [ ] = remark or other dose. Potency is the fitted concentration of half-maximal effect. Not all compounds are listed, so the mix of outcomes need not match the whole.

#	KDM5B inhibitor	mol
1	-10%	Cc1nc(Nc2nc3ccccc3o2)ncc1C(=O)Nc1cccc(C(F)(F)F)c1
2	7%	CN(Cc1ccccc1)C(=O)c1ccnc(-c2nnc3ccc(N(C)c4ccccc4)nn23)c1
3	11%	COc1ccc(CNC(=O)c2nn(Cc3ccccc3)c(=O)c3ccccc23)cc1
4	?	COc1ccc(S(=O)(=O)N2CCN(c3nc(C)cc(C)n3)CC2)cc1
5	-14%	Cc1ccc(C)c(S(=O)(=O)N2CCCOC2CNC(=O)C(=O)NCc2ccccn2)c1 (stereo not drawn)
6	8%	COc1ccc(C(=O)NCc2nnnn2-c2ccc(C)c(C)c2)cc1
7	-6%	O=C([C@@H]1C[C@H](Oc2ccccc2)CN1C(=O)Nc1ccccc1F)N1CCOCC1
8	1%	NC1=NC(c2ccc(O)cc2)n2c(nc3ccccc32)N1 (stereo not drawn)
9	-3%	Cc1cccc(NS(=O)(=O)c2ccc3c(c2)OCC(C(=O)N2CCCC2)O3)c1C (stereo not drawn)
10	4%	NC(=O)C1CN(CC(=O)Nc2ccccc2Sc2ccccc2)c2ccccc2O1 (stereo not drawn)
11	-11%	COc1cc(/C=C/c2ccc3c([N+](=O)[O-])cccc3n2)ccc1OCC(=O)O
12	?	CCCOc1ccc(CN2C[C@@H](CO)[C@H](c3ccncc3)C2)cc1
13	-7%&-5%[115 µM]	CCOc1cccc(CN2CCCC23Cc2ccccc2CNC3=O)c1 (stereo not drawn)
14	?	CC1CCN(CCCNC(=O)c2cc3cc(F)ccc3[nH]2)CC1
15	19%	CC1CCC(NC(=S)NC2CC2)CC1 (stereo not drawn)
16	i	COc1ccc(-c2ccc3nnc(CNC(=O)c4cc(Cl)ccc4OC)n3n2)cc1
17	-18%	CN1C(=O)c2cccn2CC1C(=O)N1CCCC1 (stereo not drawn)
18	7%	Cn1c(=O)c2c(nc(SCC(N)=O)n2Cc2ccc(Cl)cc2)n(C)c1=O
19	-11%	Cc1cc(C(=O)N(C)C2CCS(=O)(=O)C2)c2ccccc2n1 (stereo not drawn)
20	5%	O=C(CCc1ncc(-c2c(F)cccc2F)o1)N1CCN(S(=O)(=O)c2cccc(Cl)c2)CC1
21	-16%[115 µM]	O=CN1CCCC(n2cnc3cccnc32)C1 (stereo not drawn)
22	?	CC1(COc2ccccc2)COc2ccc(C(=O)NCc3ccco3)cc2N1 (stereo not drawn)
23	-14%[86.2 µM]	CSCCNC(=O)c1nc2sccn2c1Br
24	26%	Cn1cnnc1CC1CCN(C(=O)c2ccc(Oc3ccccc3)o2)CC1
25	8%	Cc1nc(N2CCN(C)CC2)[nH]c(=O)c1Cc1cccc2ccccc12
26	-11%	O=c1cc(-c2cc3ccccc3o2)c2cc3c(cc2o1)CCC3
27	-22%	CCCOc1ccc(-c2cccc(NS(=O)(=O)c3cc(OC)ccc3OC)c2)nn1
28	-10%	O=C(NC(O)C(=O)c1ccc(Cl)cc1)c1ccc(Br)cc1 (stereo not drawn)
29	-18%[149 µM]	O=Cc1cccc(N2CCN([S+](=O)([O-])C3CC3)CC2=O)c1
30	-12%	O=C(O)CS(=O)(=O)CCCc1ccccc1

17 compounds out of the list, sorted by count of non-hydrogen atoms, low to high.
#	KDM5B inhibitor	mol
15	19%	CC1CCC(NC(=S)NC2CC2)CC1 (stereo not drawn)
23	-14%[86.2 µM]	CSCCNC(=O)c1nc2sccn2c1Br
21	-16%[115 µM]	O=CN1CCCC(n2cnc3cccnc32)C1 (stereo not drawn)
17	-18%	CN1C(=O)c2cccn2CC1C(=O)N1CCCC1 (stereo not drawn)
8	1%	NC1=NC(c2ccc(O)cc2)n2c(nc3ccccc32)N1 (stereo not drawn)
19	-11%	Cc1cc(C(=O)N(C)C2CCS(=O)(=O)C2)c2ccccc2n1 (stereo not drawn)
14	?	CC1CCN(CCCNC(=O)c2cc3cc(F)ccc3[nH]2)CC1
12	?	CCCOc1ccc(CN2C[C@@H](CO)[C@H](c3ccncc3)C2)cc1
6	8%	COc1ccc(C(=O)NCc2nnnn2-c2ccc(C)c(C)c2)cc1
13	-7%&-5%[115 µM]	CCOc1cccc(CN2CCCC23Cc2ccccc2CNC3=O)c1 (stereo not drawn)
24	26%	Cn1cnnc1CC1CCN(C(=O)c2ccc(Oc3ccccc3)o2)CC1
11	-11%	COc1cc(/C=C/c2ccc3c([N+](=O)[O-])cccc3n2)ccc1OCC(=O)O
9	-3%	Cc1cccc(NS(=O)(=O)c2ccc3c(c2)OCC(C(=O)N2CCCC2)O3)c1C (stereo not drawn)
16	i	COc1ccc(-c2ccc3nnc(CNC(=O)c4cc(Cl)ccc4OC)n3n2)cc1
5	-14%	Cc1ccc(C)c(S(=O)(=O)N2CCCOC2CNC(=O)C(=O)NCc2ccccn2)c1 (stereo not drawn)
20	5%	O=C(CCc1ncc(-c2c(F)cccc2F)o1)N1CCN(S(=O)(=O)c2cccc(Cl)c2)CC1
2	7%	CN(Cc1ccccc1)C(=O)c1ccnc(-c2nnc3ccc(N(C)c4ccccc4)nn23)c1

2 records picked at random from the list so far, as already listed:
#	KDM5B inhibitor	mol
4	?	COc1ccc(S(=O)(=O)N2CCN(c3nc(C)cc(C)n3)CC2)cc1
28	-10%	O=C(NC(O)C(=O)c1ccc(Cl)cc1)c1ccc(Br)cc1 (stereo not drawn)

(next part)
#	KDM5B inhibitor	mol
31	?	COc1ccc(NC(=O)c2ccc3c(c2)C2(CCN(C)C2)CN3CC2CC2)cc1 (stereo not drawn)
32	11%	Cc1cccc(-c2nc(SCC(=O)NCC3CCCO3)c3c(=O)n(C)c(=O)n(C)c3n2)c1 (stereo not drawn)
33	7%	Cc1ccc(NC(=O)CSc2ncc(-c3ccc(C)c(C)c3)o2)cc1
34	-16%	Cc1cc(C(=O)NCC(=O)NC(C)C)c2ccccc2n1
35	?	COc1ccc(C(=O)N2CCC3(CC2)OC(=O)N(Cc2ccccc2F)C3(C)c2ccccc2)cn1 (stereo not drawn)
36	-5%	CC(C)Oc1ccc(CN2CCC(C)(c3noc(C4CCOCC4)n3)CC2)cc1
37	-43%	NC(=O)CSc1nc2c(oc3ccccc32)c(=O)n1Cc1ccccc1
38	13%[86.2 µM]	COC(=O)CN1C(=O)[C@@H]2C[C@@H](O)CN2C2(CN(C3CCN(C(C)=O)CC3)C2)C1=O
39	14%	Cc1ccc2c(C)c(C(=O)Nc3ccc4c(c3)N(C)C(=O)CO4)oc2c1
40	28µM*	COc1ccc(C(=O)N2CCc3c(nc4cc[nH]n4c3=O)C2)c(C)c1
41	24%	CCC1c2nccn2CCCN1C(=O)Cn1cccn1 (stereo not drawn)
42	15%	CCc1ccc(CN2C[C@@H]3C(=O)N(CCOC)C(=O)[C@@H]3C2)cc1
43	3%	COc1ccc(C(=O)c2sc(Nc3ccccc3)nc2N)cc1OC
44	?	CCOC(=O)c1sc2nc(C)nc(NCc3ccccc3OC)c2c1C
45	22%	O=C1c2ccccc2CN1C(CO)c1ccccc1 (stereo not drawn)
46	6%	O=C(NCc1ccccc1CN1CCCC1)c1ccccc1Cl
47	12%	CC(=O)Oc1ccc2c(-c3cc4ccccc4oc3=O)cc(=O)oc2c1
48	?	COc1ccc(-n2c(SCC(=O)Nc3ccc(Cl)c(C)c3)nc3n[nH]c(C)c3c2=N)cc1
49	15%	Cc1n[nH]c(C)c1C
50	0%	COc1ccccc1Cn1nc(C(=O)O)c2ccccc2c1=O
51	-19%	Cc1ccc(C(=O)CSc2nnc3ccc4ccccc4n23)cc1
52	?	COC(=O)c1ccc(COc2ccc(/C=N/Nc3cccc(C(=O)O)c3)cc2)cc1
53	-7%	CCN1CCN(c2nc3ccccc3n3cnnc23)CC1
54	26%	Cc1nc2cc(S(=O)(=O)N3CCOCC3)ccc2n1CCNC(=O)C1CC1
55	-22%	CCOc1ccccc1NC(=O)Cn1c(=O)n(Cc2ccccc2)c(=O)c2c3c(sc21)CN(C(C)=O)CC3
56	0%	Cc1cccc(N(C)C(=O)CN2C(=O)NC3(CCOCC3)C2=O)c1
57	28µM*	CNC(=O)[C@@H](Cc1ccccc1)N1CCC[C@H]1C(=O)N1CCC1
58	-19%	COc1cc(C2C3=C(CCCC3=O)Nc3nc(SCc4ccccc4Cl)[nH]c(=O)c32)ccc1O (stereo not drawn)
59	-6%	CCCNC(=O)CN1C(=O)COc2ccc(S(=O)(=O)N3CCC(C)CC3)cc21
60	2%	Cc1cccc(N2CCN(C(=O)c3cnn(-c4ccccc4Cl)c3C3CCN(C(=O)OC(C)(C)C)CC3)CC2C)c1 (stereo not drawn)
61	12%	CCCN1CCC(NC(=O)COc2ccc(Cl)cc2C)CC1
62	-17%	Cc1c(O)cccc1C(=O)N1CC[C@@H](NC(=O)c2ccccn2)[C@H](O)C1
63	4%	COc1ccc(OC)c(NC(=O)N2CCN(c3ccc(=O)n(-c4ccccc4)n3)CC2)c1
64	17%	COc1ccc(CC(=O)Oc2cc(C)ccc2C)cc1
65	26%	O=C(NCCc1ccccc1)OCc1cn(Cc2ccc(F)c(F)c2)nn1
66	7%	COc1ccc(N=CC2=C(O)CC(C)(C)CC2=O)cc1OC
67	13%	COC(=O)C1=C(C)Nc2nc3ccccc3n2C1c1ccc(O)c(OC)c1 (stereo not drawn)
68	-4%	Cc1ccc(-c2csc3ncn(Cc4nc(C(C)C)no4)c(=O)c23)cc1
69	31%[activator]	O=C(NC(c1ccccc1)c1cccs1)c1ccccc1 (stereo not drawn)
70	-18%	COc1cccc(C(=O)N2CCC(c3n[nH]c(=O)n3Cc3ccc(F)cc3)CC2)c1
71	-18%	Cc1cc(C)cc(C(=O)N2CCC(Oc3ccc(C(=O)N(C)C)cn3)CC2)c1
72	?	COc1ccc(-c2nc(C3CC3)nc3c2CCN(Cc2cccc4ccccc24)CC3)cc1
73	10%	Cc1ccc(OCC(=O)c2cc(C)n(Cc3ccco3)c2C)c([N+](=O)[O-])n1
74	-10%	Cc1cccc(NC(=O)CN(C)C(=O)c2cccc(S(=O)(=O)NCC3CCCO3)c2)c1C (stereo not drawn)
75	11%[86.2 µM]	COc1ccc(-c2cc(CC3(NCc4ccccc4O)COC3)no2)cc1
76	?	COc1cc(OC)cc(C(=O)Nc2ccc3oc(-c4ccncc4)nc3c2)c1
77	-9%	COc1cccc(C2CC(=O)Nc3cc4c(cc32)OCO4)c1OC(C)C (stereo not drawn)
78	-33%	Cc1nnc2n1CCC(N(C)C(=O)c1cncc(Br)c1)CC2 (stereo not drawn)
79	11%	O=C(Cc1c(F)cccc1Cl)NCc1cccnc1N1CCOCC1
80	4%	CCc1ccccc1NC(=O)N(C)CC1CCOC1 (stereo not drawn)
81	3%	Cc1nc(-c2ccccc2)n(CC(=O)Nc2cccc(Cl)c2)c(=O)c1CCO
82	15%	COc1cccc(CN2CC3(CCN(C(=O)CSC(C)C)CC3)CC2=O)c1
83	?	Cc1nc2cc(NC(C)C(=O)Nc3ccc(C#N)cc3)ccc2o1 (stereo not drawn)
84	32µM*	COc1cc2c(cc1OC)C(C[C@H]1CN(C(=O)Nc3cccc(Cl)c3)CC[C@H]1CC(=O)O)=NCC2
85	1%	O=C(Nc1ccc(-c2nc3ccccc3o2)cc1)C1CCCC1
86	1%	CCCCNC(=O)c1cccc(-n2c(C)nc3cccnc32)c1
87	-10%	O=C(Nc1ccccc1F)C(c1ccccc1)N1Cc2ccccc2C1=O (stereo not drawn)
88	16%	CC(Oc1ccccc1)C(=O)N1CCN(c2cc(C(F)(F)F)ncn2)CC1 (stereo not drawn)
89	10%	O=C(NCC1CCCN(C(=O)c2ccsc2)C1)c1ccc(-c2ccccc2)cc1 (stereo not drawn)
90	-12%	CCOCCc1nn2c(=O)cc(COC(=O)c3cccs3)nc2s1

(next part)
#	KDM5B inhibitor	mol
91	28µM*	Cc1cccc(CN(C(=O)c2ccco2)c2ccc(CC(=O)N(C)Cc3ccccc3)cc2)c1
92	?	COc1ccc(-n2nc(C)c([C@@H]3C=C[C@@H](NCc4ccc(N(C)C)cc4)C3)c2C)cc1
93	?	COc1ccccc1CNc1nc2ccccc2nc1NS(=O)(=O)c1cccs1
94	-5%	CC(=O)Nc1c(-c2ccccc2)c(C)nn1-c1ccc(C(=O)NCc2ccccc2)cc1
95	-15%	CCc1c(C(=O)N2CCc3c(c(C(=O)O)nn3CC3CC3)C2)csc1C
96	4%	COCc1nc(C2CC(N)C2)cc(N(C)Cc2sccc2C)n1 (stereo not drawn)
97	22%	COC(=O)CNC(=O)c1ccc(-c2ccccc2)cc1
98	25µM*	COc1ccc(CN2CCC3(CC(Cc4ccccc4)=NO3)C2)cc1 (stereo not drawn)
99	-3%	Fc1ccc(COc2ccc(-n3cnnn3)cc2)c(Cl)c1
100	28%	CC(Cc1ccccc1)NC(=O)C1CCC(C)(C(=O)O)C1(C)C (stereo not drawn)
101	-14%	NC(=O)N/N=C/c1cccc([N+](=O)[O-])c1
102	-21%	Cc1oc2ncnc(N3CCCCC3)c2c1C(=O)NCC1CCN(Cc2cccc(F)c2)CC1
103	4%	CCOC(=O)c1cc(C(O)(C(F)(F)F)C(F)(F)F)c(N)o1
104	13%	Cc1ccc(C)c(NC(=O)c2cccc[n+]2[O-])c1
105	-18%	COc1ccc(-c2noc(CCCC(=O)Nc3cccc(Cl)c3C)n2)cc1
106	-8%[86.2 µM]	CC(=O)N1CCCC(c2nn(-c3cccc(Cl)c3)c(=O)[nH]2)C1 (stereo not drawn)
107	-11%	CCC(C)NC(=O)C(NC(=O)c1cccs1)C1CCN(C(=O)c2cccs2)CC1 (stereo not drawn)
108	?	O=C(c1ccccc1)N1CC2(CCCN2Cc2cccnc2)Cc2ccccc21 (stereo not drawn)
109	-9%	COCCn1c(SCC(=O)Nc2cc(Cl)ccc2OC)nc2c([nH]c3ccccc32)c1=O
110	3%	CCCCN(Cc1ccccc1)c1ccc(C(=O)O)cc1NS(=O)(=O)c1ccc(CC(C)C)cc1
111	-27%	O=C1CC(N2CCOCC2)C=C1Nc1ccccc1 (stereo not drawn)

Compound activity from PubChem BioAssay.
